Assay outcomes as filed in PubChem BioAssay.
WT yeast gro inh = growth inhibition of WT yeast, mitochondrial fusion screen. mitochondrial fusion phenotypic screen, WT strain. inhibition, % at 10 µM. hit rate 2.1% among 190,000; in the data active = inhibition above about 58%; tested in S. cerevisiae
Insulin prom up = MIN6 insulin promoter up-regulation; hit rate 0.3% among 190,000; z-score at 5 µM; MIN6 insulin promoter-GFP reporter, high-content imaging; hits give high values;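 active = z-score above 3 at 5 µM with at least 500 cells counted in the well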
b-catenin transl = beta-catenin nuclear translocation modulation; nuclear translocation activity, % at 5 µM; AID 1665; hit rate 0.3% among 190,000; HeLa beta-catenin nuclear translocation, immunofluorescence imaging;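 active = nuclear translocation activity above 50% at 5 µM, with a well cell count of 50 or more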;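 note: per-cell ratio of nuclear to cytoplasmic median beta-catenin stain intensity; plate controls were DMSO negative control for no effect and GSK-3 inhibitor IX positive control for full effect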
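Test system: human HeLa cells, native beta-catenin. Compound dosing: 5 µM primary single dose, 0.1% DMSO, 0.02–20 µM confirmation series. Incubation: compound exposure 24 h at 37°C. Detection: beta-catenin immunostaining with DAPI counterstain, 20x imaging, 6 fields/well. Read-out basis: Nuclear/cytoplasmic beta-catenin signal ratio, % activation.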
Autophagy mod = autophagy modulation, high-content screen; MEF GFP-LC3 puncta imaging; test concentration mostly 10 µM; hit rate 0.98% among 190,000; calls only at 10 µM (by protocol);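 active = percentage of spot-positive cells more than 3 SD above its plate mean, without a fluorescence outlier flag or 80% toxicity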;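 note: spot-positive cell cutoff set from DMSO-treated cells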
AID2073 = inhibitors of Mint1-CaV2.2 protein interaction, biochemical, HTRF (AID 2073); HTRF protein-protein interaction, Mint1-CaV2.2; higher % means a stronger effect; inhibition, % at 20 µM, or IC50 in µM where a hit was titrated; hit rate 0.19% among 290,000; in the data active = inhibition mostly above about 51%, no sharp cut-off; note: some results filed as inactive read as strong as hits
Yfh1-depleted yeast = mitochondrial function rescue without frataxin homolog – Friedreich's ataxia, plus single-dose screen, dose response (AID 1465); S. cerevisiae Yfh1-off respiration, WST-1 reduction, 72 h; higher fold induction means a stronger effect; hit rate 0.074% among 220,000; one-dose fold induction at 50 µM; EC50 in µM for titrated hits;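 active = fold induction of absorbance versus untreated yeast above a set limit, then at least 30% activation at any dose in follow-up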;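 note: activators that raise dye reduction in frataxin-depleted yeast; strong numbers were not always called active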
MT stabilize HCS = microtubule stabilizers in HeLa cells. hit rate 0.83% among 200,000. HeLa tubulin immunostaining HCS, 24 h; share of cells brighter than vehicle mean+2SD. % tubulin-high responders, % at 10 µM;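 active = plate Z-score above 3 for both tubulin-high and condensed-nucleus cell shares, with cell loss under 80%, at 10 µM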;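 note: anti alpha tubulin signal scored within the nucleus-defined area of each cell; some results filed as inactive read as strong as hits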
HIV peptide binding = cell-free HIV fusion peptide-binding blockers – biochemical, uHTS, fluorescence dequenching, primary screen (AID 1986). inhibition, % at 20 µM; hits with a dose series show IC50 in µM. cell-free peptide binding, fluorescence dequenching, 30 min; higher % means a stronger effect. hit rate 0.3% among 290,000; in the data active = inhibition mostly above about 52%, no sharp cut-off; inactive = mostly below about 76%; note: some results filed as inactive read as strong as hits
Dynein cargo inh = blocks dynein driven cargo transport along microtubules | 3617.4 mouse cells, GR-EGFP nuclear translocation imaging; test concentration mostly 20 µM; stimulated with dexamethasone, 1 µM; hits give low values | z-score, hits read low | hit rate 0.47% among 220,000;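 active = plate z-score of nuclear minus cytoplasmic receptor signal below a set negative limit, without overly bright fluorescence or cell loss, cut at about -3.5 in these data, passing the limit was not always enough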;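 note: z-score of nuclear minus cytoplasmic ring GR-EGFP intensity difference per well; some compounds called inactive have numbers as strong as hits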
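Buffer or medium: Induction medium lacking tetracycline, stripped serum | Also added: Dexamethasone agonist, 1.0 µM final, for 30 min | Timing: 48 h induction, 1 h compound, 30 min dex at 37 °C | Detection: Formaldehyde fixation, Hoechst nuclear stain, 10x automated fluorescence imaging | Measure: Nuclear versus cytoplasmic GR-EGFP signal, averaged per well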
WT yeast gro inh mutant strain = also measured in WT yeast gro inh; calls as there; inhibition, %; mitochondrial fusion phenotypic screen, mutant strain inhibition
Dynein cargo inh cytoplasmic EGFP = recorded beside Dynein cargo inh, whose call it bears; z-score; measured here: cytoplasmic GR-EGFP intensity; hits give high values
Dynein cargo inh nuclear GR-EGFP = further read-out of Dynein cargo inh, marked with its call; z-score; measured here: nuclear GR-EGFP intensity;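 lower value marks the stronger effect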
Dynein cargo inh cell count = recorded beside Dynein cargo inh, whose call it bears; z-score; measured here: cell count per field
Insulin prom up cell count = second read-out of Insulin prom up, no call of its own (marks repeat the call); cell count; measured here: cytotoxicity, nuclei count;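 total cells summed across four imaged fields per well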
b-catenin transl cell count 5 µM = further read-out of b-catenin transl, marked with its call; cell count; measured here: cell count, cytotoxicity flag
MT stabilize HCS Hoechst-high % = further read-out of MT stabilize HCS, marked with its call; % Hoechst-high responders; measured here: nuclear condensation Hoechst responders;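 share of cells brighter than vehicle mean plus two SD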
MT stabilize HCS cytotoxicity % = further read-out of MT stabilize HCS, marked with its call; toxicity, %; measured here: cytotoxicity by cell density;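 0% = mean cell density of plate MIN control wells and 100% = no cells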
Autophagy mod cell loss 18 h = recorded beside Autophagy mod, whose call it bears; toxicity, %; measured here: cell loss, nuclei count;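 cell loss after 18 h compound exposure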
The depositor's hits bear a star; i = inactive; . = not tested or not shown. Rows were taken by chance; overall some 4.2% were active at least once.

SMILES | WT yeast gro inh | WT yeast gro inh mutant strain | Insulin prom up | Insulin prom up cell count | b-catenin transl | b-catenin transl cell count 5 µM | Autophagy mod | Autophagy mod cell loss 18 h | AID2073 | Yfh1-depleted yeast | MT stabilize HCS | MT stabilize HCS Hoechst-high % | MT stabilize HCS cytotoxicity % | HIV peptide binding | Dynein cargo inh | Dynein cargo inh cytoplasmic EGFP | Dynein cargo inh nuclear GR-EGFP | Dynein cargo inh cell count
O=C(Nc1nc2ccccc2s1)c1ccc(OCC2CCCO2)cc1 (stereo not drawn) | 15 | 7 | 0.31 | 1448 | -1.8 | 1109 | i | 1 | 19% | i | 2.5 | 2.9 | 7.1 | 1.4% | 0.83 | -0.25 | 0.76 | -1
O=C(CCc1nnc(CCCc2ccccc2)o1)NCC(F)(F)F | 5 | 11 | 0.18 | 1434 | 0.2 | 971 | i | -3 | -4% | i | 1.4 | 1.9 | 8.7 | 0.8% | -0.93 | 0.064 | -0.64 | -0.25
N#C/C(=N\Nc1ccc(Cl)cc1)C(=N)N1CCCCCC1 | -13 | -5 | -0.32 | 1296 | -1.9 | 1085 | i | -1 | 10% | i | 2.7 | 2.9 | 1.9 | -2.0% | 0.5 | -0.33 | 0.73 | -0.19
CCOC(=O)CCn1nc(-c2ccc(C)cc2)c2ccccc2c1=O | 6 | -2 | -0.05 | 1296 | -0.3 | 1526 | i | 8 | 0% | i | 2.0 | 2.1 | 5.9 | 0.6% | -0.52 | -0.33 | -0.33 | 0.69
O=S(=O)(Nc1ncn[nH]1)c1ccc(Cl)cc1 | -10 | -3 | . | . | -1.4 | 1037 | i | -10 | 8% | . | 1.2 | 1.3 | 6.3 | -1.8% | 0.79 | -0.15 | 0.42 | 0.1
CC(NC(=O)c1ccc(-c2cc(C(F)(F)F)ccc2Cl)o1)c1ccccc1 (stereo not drawn) | 3 | -20 | 0.82 | 837 | -2.0 | 1133 | i | 28 | 10% | i | 2.0 | 1.4 | 4.7 | 3.2% | 0.27 | -0.22 | 0.15 | 0.18
COc1ccc(CCNC(=O)COc2ccc(S(=O)(=O)NCC(C)C)cc2Cl)cc1OC | 1 | -6 | -1.2 | 1518 | 0.6 | 1109 | i | -9 | 38% | i | 4.6 | 1.5 | 12 | 1.0% | -0.56 | -0.23 | -0.24 | 0.55
O=C(Cc1ccccc1)N/N=C/c1ccc(OCC(=O)Nc2ccccc2)cc1 | -5 | -8 | -0.39 | 1880 | -3.5 | 1090 | i | 22 | 0% | i | 1.3 | 2.2 | 4.1 | 2.6% | -0.83 | -0.2 | -0.77 | 0.38
C=CCNC(=S)NNC(=O)CCC(O)COCCC(C)C (stereo not drawn) | 7 | 17 | -0.8 | 1219 | 0.8 | 1173 | i | -18 | -20% | i | 2.3 | 1.0 | 2.9 | -1.0% | -0.18 | -0.14 | 0.027 | -0.08
COCCn1c(SCC(=O)NC(=O)NC(C)C)nc2ccccc21 | 2 | -6 | 0.46 | 1486 | -2.2 | 1404 | i | 7 | -4% | i | 3.3 | 2.2 | 3.3 | 27% | 1.3 | -0.17 | 0.72 | -1.6
S=C(NCc1ccccc1)N1CCn2cccc2C1c1ccncc1 (stereo not drawn) | -7 | -4 | 0.02 | 1195 | 2.8 | 1062 | i | 1 | -3% | i | 4.9 | 1.6 | 6.7 | -2.1% | -0.51 | 0.11 | -0.26 | -0.42
CN(C)S(=O)(=O)c1ccc(C(=O)Nc2nnc(SCc3ccccc3)s2)cc1 | 2 | -37 | 0.29 | 1250 | 0.2 | 809 | i | 2 | -7% | i | 4.2 | 2.3 | 3.6 | 0.2% | 0.25 | -0.29 | -0.059 | 0.016
O=C(NCc1ccc2c(c1)OCO2)C(C(=O)c1ccccc1)n1cc(Cl)ccc1=O (stereo not drawn) | 7 | 8 | -0.24 | 1524 | 1.6 | 1108 | i | 5 | 13% | i | 2.7 | 1.6 | 0.8 | -2.1% | 0.64 | -0.21 | 0.73 | -0.019
CCN1C(=O)CSC1=NC12CC3CC(CC(C3)C1)C2 | 49 | 64 | -0.93 | 867 | -3.4 | 1221 | i | -1 | 3% | i | 3.0 | 1.5 | 2.1 | 2.7% | -1.2 | -0.25 | -0.76 | 0.21
Cc1ccc(S(=O)(=O)C2(C(=O)Nc3cccc(F)c3)CC2)cc1 | -2 | -7 | -0.63 | 2003 | 1.5 | 1074 | i | -4 | 0% | i | 4.2 | 1.6 | 7.8 | -1.7% | -0.61 | -0.21 | 0.0062 | 0.83
Cc1cc(C)cc(OC(=O)N2CCOCC2)c1 | 21 | -6 | . | . | . | . | i | -10 | -9% | i | 2.3 | 1.8 | 4.7 | -0.3% | -0.31 | -0.25 | -0.33 | 1.1
CCOc1ccc(NS(=O)(=O)c2ccc(NC(=S)NC(=O)C(C)C)cc2)cc1 | 2 | 6 | -0.13 | 816 | -3.5 | 1140 | i | -6 | -4% | i | 2.6 | 1.5 | 8.5 | -1.2% | 0.48 | -0.47 | 0.45 | -0.13
COC(=O)c1cn[nH]c1NC(=S)Nc1ccc(Cl)c(Cl)c1 | 47 | 28 | 1.1 | 1022 | . | . | i | 5 | -8% | i | 1.8 | 1.1 | 5.0 | 2.3% | -0.3 | -0.22 | -0.079 | 0.73
C/C(=N/O)c1cc(C(C)(C)C)c(O)c(C(C)(C)C)c1 | -8 | -28 | . | . | -17 | 1217 | i | -2 | -3% | i | 0.8 | 1.6 | 6.1 | 11% | 0.48 | -0.2 | -0.022 | -0.2
COC(=O)c1ccccc1NC(NC(=O)c1ccco1)C(=O)c1ccc(C)cc1 (stereo not drawn) | 10 | 5 | -0.36 | 1396 | -8.5 | 944 | i | -3 | 3% | i | 2.5 | 2.3 | 8.7 | 0.4% | -0.15 | -0.19 | 0.098 | 0.23
C[C@H]1C[C@H]2[C@@H]3CCC4=CC(=O)C=C[C@]4(C)[C@@]3(Cl)[C@@H](O)C[C@]2(C)[C@@]1(O)C(=O)CO | 12 | 8 | . | . | . | . | i | -39 | 6% | i | 1.3 | 1.3 | 0.8 | 1.8% | 0.034 | -0.26 | 0.48 | -0.076
C=CCC(NCc1ccccc1)c1ccco1 (stereo not drawn) | 15 | 2 | -0.46 | 1184 | 3.4 | 1123 | i | 2 | 0% | i | 3.5 | 2.2 | 3.7 | 0.8% | -0.65 | -0.18 | -0.34 | -0.94
O=S(=O)(Nc1cccc(-c2nnco2)c1)c1ccc(F)cc1F | . | . | -0.01 | 1449 | -3.9 | 1122 | . | . | 5% | i | . | . | . | -0.9% | 0.32 | -0.24 | -0.065 | 0.13
CSc1nnc(-c2ccccc2Cl)o1 | -12 | 12 | 0.77 | 804 | . | . | i | 0 | -1% | i | 2.0 | 1.3 | 3.2 | -2.1% | 0.76 | 0.41 | 0.95 | -1.7
Cc1ccc(-n2nc(-c3cccnc3)cc2C(=O)N2CCOCC2)c(C)c1 | -5 | -7 | -0.63 | 857 | -2.5 | 1212 | i | -5 | -10% | i | 0.6 | 1.9 | 5.9 | 3.0% | -0.4 | 0.12 | 0.15 | 0.27
COc1ccc(-n2nc(C(=O)NCC(=O)NCc3ccc(F)cc3)c3ccccc3c2=O)c(OC)c1 | -5 | -2 | -0.3 | 1448 | -1.7 | 1390 | i | 9 | 17% | i | 2.2 | 1.9 | 10 | -2.3% | -0.39 | -0.22 | 0.25 | 0.74
O=C(N/N=C/c1cccs1)/C(=C/c1ccccc1)NC(=O)c1ccccc1 | -5 | 6 | 0.33 | 1517 | . | . | i | 25 | -2% | i | 2.2 | 1.6 | 1.4 | 1.7% | -0.34 | -0.27 | -0.14 | 2.1
O=C(COC(=O)CCC(=O)c1cccs1)NC(=O)c1ccc(OC(F)F)cc1 | -11 | 7 | -0.71 | 1283 | 0.6 | 993 | i | -1 | 7% | i | 4.1 | 1.6 | 11 | -0.3% | -0.91 | -0.089 | -0.52 | 0.35
CCN1C(=O)C2(C(C#N)=C(N)Oc3c2c(C)nn3-c2ccccc2)c2ccccc21 (stereo not drawn) | . | . | 0.12 | 1296 | -2.1 | 929 | i | 8 | -3% | i | 1.4 | 1.7 | 9.0 | 1.0% | 0.22 | -0.11 | 0.093 | -0.53

One compound at a time, from the list above. Screens in order: WT yeast gro inh	WT yeast gro inh mutant strain	Insulin prom up	Insulin prom up cell count	b-catenin transl	b-catenin transl cell count 5 µM	Autophagy mod	Autophagy mod cell loss 18 h	AID2073	Yfh1-depleted yeast	MT stabilize HCS	MT stabilize HCS Hoechst-high %	MT stabilize HCS cytotoxicity %	HIV peptide binding	Dynein cargo inh	Dynein cargo inh cytoplasmic EGFP	Dynein cargo inh nuclear GR-EGFP	Dynein cargo inh cell count
Cc1ccc(S(=O)(=O)C2(C(=O)Nc3cccc(F)c3)CC2)cc1 reads -2	-7	-0.63	2003	1.5	1074	i	-4	0%	i	4.2	1.6	7.8	-1.7%	-0.61	-0.21	0.0062	0.83
COC(=O)c1cn[nH]c1NC(=S)Nc1ccc(Cl)c(Cl)c1 reads 47	28	1.1	1022	.	.	i	5	-8%	i	1.8	1.1	5.0	2.3%	-0.3	-0.22	-0.079	0.73
C=CCNC(=S)NNC(=O)CCC(O)COCCC(C)C (stereo not drawn) reads 7	17	-0.8	1219	0.8	1173	i	-18	-20%	i	2.3	1.0	2.9	-1.0%	-0.18	-0.14	0.027	-0.08
CCOC(=O)CCn1nc(-c2ccc(C)cc2)c2ccccc2c1=O reads 6	-2	-0.05	1296	-0.3	1526	i	8	0%	i	2.0	2.1	5.9	0.6%	-0.52	-0.33	-0.33	0.69
